Screening data (PubChem)
Vif-APOBEC3F blk: inhibitors of Vif-A3F interaction; HeLa A3F-eYFP + Vif (tagged APOBEC3F with the HIV-1 protein that degrades it), YFP fluorescence increase; Potency, µM (series often up to 46.1 µM), for inactives: at the highest dose activity, negative = active; 390,000 compounds, 0.2% hits; also: potency is read from the fitted curve at half-maximal effect; % of control where 0% means no effect; nearly all actives have a fitted effect of over 65% in size
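HeLa cells stably expressing A3F-eYFP plus Vif, plated and incubated overnight at 37 deg C, then exposed to compounds overnight at 37 deg C. Blocked degradation read as raised yellow fluorescence (Ex 488/Em 500-530).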
D2 agonist: activates the human D2 dopamine receptor | HEK293 T-REx D2 cells, calcium flux agonist mode | activation, % at 2 µM | 340,000 compounds, 0.53% hits | AID 485358;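 active = activation over 3 SD above normal in the single-dose calcium agonist read, cut at about 30% in these data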; also: 0% is about no effect
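Calcium-flux readout, 1 cycle/sec over 180 s following compound pin transfer, in inducible HEK293 Trex D2 cells (force-coupled); dopamine controls included. Positive calcium responses during this window marked compounds as potential agonists.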
Vif-APOBEC3G blk: inhibitors of Vif-APOBEC3G interaction; Potency, µM (highest dose often 46.1 µM), without a hit: top-dose activity, negative = active, usual class: inhibitors; 410,000 compounds, 0.076% hits; AID 602310; HeLa A3G-eYFP + Vif (tagged APOBEC3G with the HIV-1 protein that degrades it), YFP fluorescence, overnight;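 also: potency is read from the fitted curve at half-maximal effect; % is scaled to controls: 0 for no effect and ±100 for the full control effect; nearly all actives have a fitted effect of over 60% in size; hits raise eYFP signal because A3G escapes Vif-driven loss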
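Read-out is eYFP fluorescence (Ex 488/Em 500-530) from Vif-expressing HeLa A3G-eYFP cells; more signal means A3G escaped Vif-mediated degradation. Cells plated overnight, compound pinned in, incubated overnight at 37 deg C.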
LDHA block: blocks human lactate dehydrogenase A; P00338; purified LDHA, NADH/diaphorase-resazurin fluorescence; hits give low values; activity change, % (values are at about 110 or 230 µM); 480,000 compounds, 0.15% hits; AID 1347041; in the data active = activity change below about -30%; inconclusive = mostly about -25% to -30%;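 also: plate controls were DMSO wells for no effect and wells without enzyme for full effect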
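Remaining NADH was detected by diaphorase (0.133 mg/mL) converting 37 µM resazurin to fluorescent resorufin, read at 0 and 20 minutes. The preceding 5-minute room-temperature reaction used 2 nM LDHA, 0.2 mM sodium pyruvate and 0.06 mM NADH at pH 7.4.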
D2 antag: antagonists of human D2 dopamine receptor; inhibition, % at 10 µM; P14416; HEK293 TREx D2 cells, calcium flux, dopamine EC80; 340,000 compounds, 2% hits; in the data active = inhibition above about 30%; also: 0% is about no effect
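Antagonism is scored as inhibition of an EC80 dopamine-evoked calcium signal in a force-coupled, tetracycline-inducible HEK293 T-REx D2 line, with compound present 180 s before agonist.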
RGS4 inh: blocks human RGS4-accelerated GTP hydrolysis. P49798. Transcreener GDP fluorescence polarization, RGS4-accelerated GTP hydrolysis. 390,000 compounds, 0.039% hits. Potency, µM (highest dose often 114 µM), inactives show at the highest dose activity change, negative = inhibition, usual class: inhibitors; also: potency is read from the fitted curve at half-maximal effect; % is scaled to controls: 0 for no effect and ±100 for the full control effect; nearly all actives have a fitted effect of over 75% in size; some results filed as inactive show a strong effect at the top dose
Target sequence (P49798 whole entry, looked up): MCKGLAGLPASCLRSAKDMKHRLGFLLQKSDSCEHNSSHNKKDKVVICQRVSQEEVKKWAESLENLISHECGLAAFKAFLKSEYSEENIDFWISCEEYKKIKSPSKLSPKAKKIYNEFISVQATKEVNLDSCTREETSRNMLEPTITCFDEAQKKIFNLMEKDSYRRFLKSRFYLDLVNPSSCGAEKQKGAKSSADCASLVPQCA
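MLSMR compounds (23 nl, pin-transferred) preincubated 10 min at room temperature with a 500nM (2x) first reagent, then RGS4 at 900nM (2x) plus Transcreener GDP mix added; fluorescence polarization (620/688 nm) read before and after 90 min at 30 °C.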
ERG Ets-DNA blk: blocks human ERG Ets domain binding to DNA | P11308 | fluorescence polarization, His-ERG Ets domain / labelled DNA | Potency, µM (titrated, usually from 76.9 µM), inactives show at the highest dose FP activity, negative = inhibition, actives largely listed as inhibitors | 370,000 compounds, 0.028% hits; active = well fitted inhibition curve with a large enough effect in the polarisation, with a control signal flat; inconclusive = small, poorly fitted or top-dose-only effect, or effect the other way, or a change in a side signal; inactive = no such curve, though single readings can be large or run the other way; the % refers to the polarisation;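 also: polarization taken with two DNA probes labelled with fluorescein and Texas red; potency is read from the fitted curve at half-maximal effect; % of control where 0% means no effect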
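His-tagged ERG Ets domain (1 uM in the protein solution; 300mM KCl, 50mM Tris-HCl, 1mM EDTA, 1mM DTT, pH 7.5) received compound, then a probe mix of 5 nM fluorescein-DNA and 100nM Texas-615-DNA. Fluorescence polarization was read for both dyes.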
ALOX12 inh: inhibitors of human 12S-lipoxygenase ALOX12; purified 12hLO, xylenol orange hydroperoxide absorbance; Potency, µM (titrated, usually from 108 µM), inactives show at the top dose activity change, negative = inhibition, most hits filed as inhibitors; 580,000 compounds, 1.1% hits; AID 1671190; also: potency is read from the fitted curve at half-maximal effect; % is scaled to controls: 0 for no effect and ±100 for the full control effect
Target sequence (P18054 whole entry, looked up): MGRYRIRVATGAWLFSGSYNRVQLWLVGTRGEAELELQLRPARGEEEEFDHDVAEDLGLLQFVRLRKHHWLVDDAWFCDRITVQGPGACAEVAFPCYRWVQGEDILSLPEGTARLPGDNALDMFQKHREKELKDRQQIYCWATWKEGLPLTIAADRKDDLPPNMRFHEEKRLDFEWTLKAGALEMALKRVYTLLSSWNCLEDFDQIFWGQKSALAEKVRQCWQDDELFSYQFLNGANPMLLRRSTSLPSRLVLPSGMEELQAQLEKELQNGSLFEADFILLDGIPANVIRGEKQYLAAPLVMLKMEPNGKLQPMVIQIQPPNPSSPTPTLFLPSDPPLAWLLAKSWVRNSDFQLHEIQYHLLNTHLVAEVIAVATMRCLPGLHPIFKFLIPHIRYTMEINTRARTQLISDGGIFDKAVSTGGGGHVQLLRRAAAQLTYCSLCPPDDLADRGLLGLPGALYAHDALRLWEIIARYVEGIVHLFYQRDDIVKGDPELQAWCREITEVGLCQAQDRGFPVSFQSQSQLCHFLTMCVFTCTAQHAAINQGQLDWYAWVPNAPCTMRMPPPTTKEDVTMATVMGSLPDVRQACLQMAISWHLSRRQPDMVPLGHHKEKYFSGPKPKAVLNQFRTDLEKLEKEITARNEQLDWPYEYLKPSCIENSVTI
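Purified human 12hLO at 150 nM in 25 mM Hepes, 0.01% Triton X-100, pH 7.0, preincubated 15 min at room temperature with compound. Reaction started with 40 uM arachidonic acid, 30 min at room temperature. Hydroperoxide measured by Fe-xylenol orange, 573/405 nm absorbance ratio.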
Glioma ERSR ind: induces the endoplasmic reticulum stress response in human glioma cells; 420,000 compounds, 0.02% hits; U87-MG GRP78 promoter luciferase reporter, 16 h; Potency, µM, inactives show at the top dose activation, most hits filed as activators; AID 602332; also: potency is read from the fitted curve at half-maximal effect; series mostly up to about 76 µM; % of control where 0% means no effect; nearly all actives have a fitted effect of over 35% in size
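Stably transfected U87-MG glioma cells carrying a GRP78-based luciferase sensor; 16 h compound incubation. Luminescence end-point read 10 min after Bright-Glo addition at room temperature.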
* hit, by the source's call; ? = inconclusive; nt = no result given; & = joins results of further samples; [ ] = dose if it differs, or a comment. Unless noted, calls follow the shape of the dose curve; as a rule, active = well fitted curve in the direction sought with a large enough effect; inconclusive = small, poorly fitted or top-dose-only effect, or another doubt; inactive = no such curve, though single readings can be large; an effect the other way counts as inactive or inconclusive. This is a subset. The share of hits here may be higher or lower than overall.

compound,RGS4 inh,ALOX12 inh,Vif-APOBEC3F blk,Glioma ERSR ind,D2 agonist,D2 antag,LDHA block,ERG Ets-DNA blk,Vif-APOBEC3G blk
O=C(COC(=O)COc1ccc2ccccc2c1)Nc1cc(C(F)(F)F)ccc1N1CCOCC1,-11.2%,-10.9%,-3.2%,-1.7%,0.4,6.2,3.0,-10.0%,1.5%
CCC1CCC(C(=O)NC(CCSC)C(=O)NCCN(CC(C)C)CC(C)C)CC1 (centres undefined),-1.4%,-7.0%,-3.3%,-0.1%,0.2,-1.3,2.0,3.6%,-0.3%
Cc1c(C#N)c(N)c(C(=O)c2ccccc2)n1Cc1ccccc1,-19.6%,45.6%,3.7%,-3.2%,-0.4,16.2,-0.5,0.2%,-8.2%
CCOC(=O)[C@H](CCc1ccccc1)N[C@@H](C)C(=O)N1CCC[C@H]1C(=O)O,7.6%&34.4%,-12.2%,11.8%&-1.1%,-0.3%&-3.5%&-5.1%&-6.6%,-1.4&0.2,6.8&-12.1,-1.0&-10.0,12.4%&-1.5%,1.0%&1.1%
Cn1cc(Cc2ccccc2)c(=O)c(Cc2ccccc2)c1,7.5%,?,10.1%,-4.0%,nt,nt,-5.3,-0.4%,1.1%
O=C(Nc1ccccc1)OCCCc1ccccc1,-12.4%,?,0.9%,7.5%,0.4,-4.9,-2.0,2.3%,-2.5%
CCn1c(=O)cc(OCC(=O)O)c2ccccc21,4.3%,-2.9%,nt,-3.7%,0.1,0.7,-6.3,-0.4%,1.1%
CCCCC(=O)Nc1cc([N+](=O)[O-])ccc1Cl,8.3%,9.0%,?,-2.1%,0.0,-13.7,-7.7,nt,-8.7%
O=c1[nH]cnc2c1c(-c1ccccc1)cn2-c1cccc(Cl)c1,16.8%,?,-3.4%,-4.4%,-1.4,2.4,-7.1,-0.6%,4.7%
COc1ccc(OC)c2sc(N3CCN(C(=O)c4ccc5c(c4)CCCC5)CC3)nc12,6.9%,?,6.1%,-3.0%,0.0,nt,6.1,-10.6%,4.5%
COC(=O)Cn1cc(S(=O)(=O)NCc2ccc(C)cc2)c2cc([N+](=O)[O-])ccc21,37.3%,-15.5%,6.6%,-0.7%,1.4,-6.1,-9.3,-13.2%,-0.5%
O=C1C(=O)N(C2CCN(C(=O)c3ccccc3F)CC2)CCN1Cc1ccc(F)cc1,-11.1%,-8.8%,0.4%,-2.4%,0.2,nt,-3.0,-3.0%,4.6%
CCOc1ccc2nc(N3CCCC(C(=O)NCCc4ccc(Cl)cc4)C3)sc2c1 (centres undefined),15.6%,7.6%,-2.3%,0.2%,nt,nt,-11.3,-2.6%,-2.1%
CCC(=O)N(C)C[C@H]1Oc2cc(Br)ccc2S(=O)(=O)N([C@@H](C)CO)C[C@H]1C,nt,45.6%[activator],-0.8%,-0.2%,nt,nt,1.0,nt,0.2%
COc1ccc(NC(=O)N2CCCC2C(=O)Nc2ccc(C)cc2)cc1 (centres undefined),11.4%,7.2%,-2.9%,-1.3%,-1.4,-6.6,-7.6,-12.3%,-0.6%
O=C(COc1ccc2ccc(=O)oc2c1)NCc1ccccn1,-4.7%,15.1%,3.2%,-4.8%,0.0,5.4,0.2,-2.5%,2.0%
CCOC(=O)c1[nH]c(C)c(C(=O)Nc2cc(OC)ccc2OC)c1C,29.0%,13.5%,-14.6%,-2.8%,1.9,-4.7,-1.0,-4.4%,?
CN(C)S(=O)(=O)c1ccc(C(=O)N2CC(=O)Nc3ccc(Br)cc3C2c2ccc(F)cc2)cc1 (centres undefined),-18.5%,-27.2%,0.2%,0.6%,0.6,nt,-1.7,-1.3%,-8.1%
O=C(Nc1ccncc1)c1ccccc1[N+](=O)[O-],-21.5%,17.8%,12.2%,0.9%,-0.8,4.3,4.8,-9.1%,-0.3%
S=c1[nH]nc(-c2ccco2)n1-c1ccc(Br)cc1,-25.2%,?,9.8%,-3.9%,nt,nt,-6.9,-1.9%,1.0%
O=C1CCCC2=C1C(c1cccs1)CC(=O)N2c1ccc(F)cc1 (centres undefined),21.8%,7.9%,19.1%,-5.3%,nt,nt,-2.9,3.1%,0.8%
O=c1[nH]cnc2c1ncn2-c1ccc(Cl)cc1,-3.0%,0.6%,-1.0%,-1.0%,nt,nt,-4.9,18.0%,-5.6%
COc1ccc(CN2CCN(Cc3ccc(C)cc3)CC2)c(OC)c1,-14.4%,?,6.2%,-6.9%,-2.6,-25.2,-20.1,9.0%,2.6%
Cc1ccc(NC(=O)c2ccncc2)cc1S(=O)(=O)N(C)C,-18.1%,-19.8%,1.4%,-3.0%,nt,nt,3.5,-4.3%,-5.8%
CCOC(=O)c1cccc(NS(=O)(=O)Cc2ccccc2)c1,-6.5%,?,2.1%,-1.6%,-2.7,-0.9,-1.6,3.2%,0.3%
CCC(CC)c1nnc(NC(=O)CCN2C(=O)c3ccccc3C2=O)s1,4.8%,0.0%,-10.7%,-4.3%,0.6,-14.1,-8.4,3.1%,-0.3%
CC(=O)c1ccc(OCc2cc(C(=O)NCCc3ccc(Cl)cc3)no2)cc1,-20.6%[56.9 µM],3.6%,-4.1%,3.1%,0.3,-1.6,1.1,8.8%,-4.9%
O=C1NC(=Nc2ccc(F)cc2)SC1Cc1ccc(F)cc1 (centres undefined),18.0%,46.3%[activator],9.6%,-3.4%,0.1,3.8,-6.9,-4.9%,-8.1%
COc1nc(-c2cccs2)cc(-c2ccc(C)cc2)c1C#N,10.8%,3.2%,-12.8%,-5.1%,-0.3,22.6,-7.5,-2.7%,-20.5%
CC1(c2ccccc2)CC(C)(C)N(C(=O)c2cccc(Cl)c2)c2ccccc21 (centres undefined),-8.0%,-19.3%,-1.9%,-5.0%,-0.2,nt,-0.9,2.7%,5.6%

Next part
compound,RGS4 inh,ALOX12 inh,Vif-APOBEC3F blk,Glioma ERSR ind,D2 agonist,D2 antag,LDHA block,ERG Ets-DNA blk,Vif-APOBEC3G blk
CCOc1ccccc1NC(=O)C(=O)NCC1CCCN1CC (centres undefined),15.3%,4.2%,-4.6%,-4.4%,0.2,0.0,-6.0,nt,1.1%
Cc1ncc(C(=O)O)c(C(=O)O)c1N,23.4%,-1.8%,1.2%,1.4%,0.3,-30.6,-0.1,18.5%,0.9%
CC(NC(=O)CCc1nnc(C2CCCCC2)o1)c1ccc(F)cc1 (centres undefined),12.1%,-9.7%,-3.2%,-5.9%,-1.1,3.4,-6.1,0.1%,5.2%
Cc1ccc(Cl)cc1Nc1nc(-c2sc(NC(=O)c3ccco3)nc2C)cs1,?,-26.1%,1.6%,4.3%,-1.0,-1.6,10.1,6.3%,-4.7%
COc1ccc(CN2CCN(C(=O)Cn3c(=O)oc4cc(Cl)ccc43)CC2)c(OC)c1OC,13.9%,0.0%,0.5%,-5.8%,-0.3,14.0,3.5,11.7%,3.5%
COC(=O)C1CN(S(=O)(=O)c2ccc(NC(C)=O)cc2)CCS1 (centres undefined),-17.7%,0.0%,-2.6%,-0.7%,-0.4,-28.4,4.7,-3.2%,-4.7%
CCCCCN(C(=O)CN(C)Cc1ccc(OC)cc1OC)c1c(N)n(CCCC)c(=O)[nH]c1=O,-15.6%,401.9%[activator],-8.8%,1.1%,0.2,-7.6,1.5,-2.1%,-0.6%
COc1cccc(CNc2nc3ccccc3n2C)c1O,-5.7%,0.0%,0.9%,-8.7%,nt,nt,-1.1,3.8%,-0.4%
CC1CC(c2ccccc2)n2nc(N3C(=O)c4ccccc4C3=O)nc2N1 (centres undefined),-16.7%,-12.3%,-2.1%,-4.7%,-0.1,4.7,-3.8,-6.1%,-2.1%
CCCCSCc1nc2ccccn2c1Br,-31.1%,-20.4%,5.6%,4.0%,1.2,10.8,-2.0,-13.4%,-0.3%
O=C(NCc1csc2ccc(Cl)cc12)Nc1ccccc1,6.7%,120.0%[activator],-4.5%,-1.2%,nt,nt,-3.6,2.7%,-0.2%
CCOC(=O)Cc1csc(NC(=O)c2cccnc2)n1,-3.1%,-4.4%,3.1%,-0.5%,0.8,-4.1,4.2,-1.4%,2.1%
CCOc1ccc(S(=O)(=O)N(CC(=O)NC2CCCC2)c2ccc(F)cc2)cc1,-47.7%,-16.7%,-8.2%,-4.5%,nt,nt,-9.2,-0.1%,0.3%
COc1ccc(/C=N/N2CCN(c3ccccc3OC)CC2)cc1OC,-17.7%,19.3%,3.1%,2.5%,-1.9,14.6,-0.3,-16.7%,0.3%
N#Cc1ccc(CN2C(=O)c3ccccc3Sc3ccc(C(=O)OCc4ccco4)cc32)cc1,-11.1%,-23.5%,1.9%,-4.8%,-0.1,nt,0.2,-6.4%,-0.3%
CN(C)S(=O)(=O)c1cccc(NC(=O)c2cc3c(=O)n4ccccc4nc3s2)c1,5.2%,7.3%,?,-5.9%,1.0,-8.6,-2.3,7.2%,-0.7%
